# M1 PAM parental: nonselective activator or artifact in parental CHO-K1 calcium assay; ATP EC20, Fluo-8 calcium fluorescence; 0% at ATP EC20, 100% at ATP max; activation, % at 3 µM; actives 0.02% (n = 360,000);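 active means activation above the run cutoff, the mean activation of all test compounds plus 3 SD, cut at about 40% in these data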;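 further: peak over basal fluorescence ratio in a 140 s read after ATP addition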
# CHO-K1 Ca antag: M1 antagonist counterscreen hit in parental CHO-K1 cells; ATP-induced calcium, Fluo-8 fluorescence; inhibition, % at 3 µM; actives 0.6% (n = 360,000); AID 602250;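 active means inhibition above a per-plate cutoff, the plate's mean sample inhibition plus 3 SD, cut at about 24% in these data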;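 further: 0% = DMSO plus EC80 ATP and 100% = DMSO alone without ATP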
# OXTR potentiate: potentiates the human oxytocin receptor response | CHO-OTR cells, Fluo-8 calcium fluorescence, potentiator mode; 0% = oxytocin EC15, 100% = EC100 | activation, % at 3 µM | P30559 | AID 2445 | actives 0.061% (n = 320,000);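 active means activation above that plate's cutoff, the mean activation of tested compounds plus 3 SD, cut at about 6.6% in these data, passing the limit was not always enough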;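 further: 100% uses oxytocin at 75 nM as the full agonist control; some results filed as inactive read as strong as hits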
# Target sequence (P30559 whole entry, looked up): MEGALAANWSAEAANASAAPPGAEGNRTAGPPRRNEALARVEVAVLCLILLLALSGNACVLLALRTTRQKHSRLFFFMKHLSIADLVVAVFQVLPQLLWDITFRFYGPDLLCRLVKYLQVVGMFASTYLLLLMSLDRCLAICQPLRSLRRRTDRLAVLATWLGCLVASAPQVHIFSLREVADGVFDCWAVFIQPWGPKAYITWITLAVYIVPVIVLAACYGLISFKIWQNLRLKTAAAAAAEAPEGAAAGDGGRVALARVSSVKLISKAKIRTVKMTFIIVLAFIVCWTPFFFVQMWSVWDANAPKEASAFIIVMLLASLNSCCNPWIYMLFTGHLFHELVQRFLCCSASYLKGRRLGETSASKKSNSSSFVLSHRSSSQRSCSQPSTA
#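 assay system = CHO-OTR cells, human receptor | schedule = compound 6 min at room temperature before oxytocin, 100 s read | detection = Fluo-8 intracellular calcium fluorescence, ex 470-495, em 515-575 nm | evaluation = normalized max/min fluorescence ratio, % activation | control set = EC15 oxytocin alone as 0%, 75 nM oxytocin (EC100) as 100%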
# TAAR1 antag: antagonists of human TAAR1; Q96RJ0; CHO RD-HGA16 TAAR1, Fluo-8 calcium fluorescence, antagonist; inhibition, % at 3 µM; actives 1.5% (n = 360,000);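 active means inhibition above a per-plate cutoff, the mean inhibition of test compounds on that plate plus 3 SD, cut at about 49% in these data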;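 further: 0% = DMSO plus EC80 beta-PEA response and 100% = DMSO alone without agonist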
#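 Material: RD-HGA16 CHO cells with stable hTAAR1 and Gα16; Dosing: single nominal final test compound concentration of 3 µM; Schedule: seeding 17-24 h prior, 75-min 37 °C, 30-min RT dye loading; Detection: kinetic Fluo-8 calcium fluorescence measurement; Measure: % inhibition from peak post-agonist over basal fluorescence ratio; Benchmarks: vehicle and agonist controls.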
# M1 ag parental: M1 agonist counterscreen hit in parental CHO-K1 cells; Fluo-8 calcium fluorescence; scaled to maximal ATP response, vehicle zero; actives 0.48% (n = 360,000); AID 602248; activation, % at 3 µM; in the data active means activation above about 15%;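 further: untransfected CHO-K1 host cells lacking M1 receptor as counterscreen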
# GPR7 antagonist: blocks human GPR7 receptor signaling; P48145; GPR7-expressing cells, fluorescence antagonist assay; inhibition, % at 4.4 µM; actives 1.1% (n = 290,000); in the data active means inhibition above about 16%, passing the limit was not always enough;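 further: cells stimulated with the agonist NPW; 0% = agonist with vehicle and 100% = vehicle without agonist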
# OXTR agonist: activates the human oxytocin receptor | CHO-OTR cells, Fluo-8 calcium fluorescence; normalized: DMSO 0%, oxytocin 100% | activation, % at 3 µM | actives 0.32% (n = 320,000) | P30559;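 active means activation above the mean of all tested compounds plus 3 SD, cutoff set per screening run, cut at about 20% in these data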;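 further: peak over basal fluorescence ratio from a 100 s FLIPR kinetic read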
# CHO parental Ca: counter-screen: ATP calcium response change in parental CHO cells; parental CHO-K1, ATP-induced calcium, Fluo-8 fluorescence; inhibition, % at 5.6 µM; actives 0.63% (n = 330,000);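 active means inhibition above that plate's mean sample inhibition plus 3 SD, cut at about 26% in these data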;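 further: 0% = ATP-challenged DMSO wells and 100% = DMSO wells without ATP; some compounds past the cut are filed as inactive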
#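 Assay system: untransfected parental CHO cell line. Also added: ATP agonist challenge. Dosing: one dose, 5.6 µM nominal. Measured by: Fluo-8 fluorescence. Read-out: % inhibition. Benchmarks: ATP wells versus no-ATP DMSO wells. Repeats: no replicates.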
# V1R ag counter: counter-screen for oxytocin receptor agonists: human V1a receptor agonists; P37288; CHO-V1R cells, Fluo-8 calcium fluorescence, agonist mode; 0% DMSO, 100% 3 nM vasopressin; activation, % at 3 µM; actives 0.25% (n = 320,000);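 active means activation above the mean activation of all tested compounds plus 3 SD, per screening run, cut at about 20% in these data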;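 further: signal is peak over basal fluorescence ratio across a 100 second FLIPR read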
# Target sequence (P37288 whole entry, looked up): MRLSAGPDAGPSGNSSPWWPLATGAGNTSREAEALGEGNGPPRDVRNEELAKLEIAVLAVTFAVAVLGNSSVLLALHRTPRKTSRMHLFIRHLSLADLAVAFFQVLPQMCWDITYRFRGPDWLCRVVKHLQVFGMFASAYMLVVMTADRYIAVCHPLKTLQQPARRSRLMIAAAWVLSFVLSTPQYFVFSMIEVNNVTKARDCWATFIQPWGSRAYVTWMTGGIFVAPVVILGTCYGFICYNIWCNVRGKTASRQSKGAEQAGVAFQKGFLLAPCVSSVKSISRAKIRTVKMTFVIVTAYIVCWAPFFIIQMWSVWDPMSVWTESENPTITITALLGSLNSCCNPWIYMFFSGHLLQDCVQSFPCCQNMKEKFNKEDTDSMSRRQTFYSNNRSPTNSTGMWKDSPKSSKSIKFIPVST
# Active calls of the source: *; nt = no result given.
SMILES,M1 PAM parental,CHO-K1 Ca antag,OXTR potentiate,TAAR1 antag,M1 ag parental,GPR7 antagonist,OXTR agonist,CHO parental Ca,V1R ag counter
COc1ccc(NC(=O)CN(C)C(=O)c2cc(S(=O)(=O)N(C)C)ccc2N2CCCC2)cc1,-8,10,0,0,0.1,nt,0.2,-20,-0.6
COc1ccc(N(Cc2ccc(N(C)C)cc2)C(=O)c2ccc(S(C)(=O)=O)cc2)cc1,5,-15,-14,3,1.0,-5,0.1,-18,-0.7
O=C(O)c1ccccc1S(=O)(=O)NCC(O)COc1ccc(Br)cc1 (stereo unspecified),8,-6,7,14,0.0,-10,0.3,2,0.9
Cc1cccc(N2C(=O)CC(N(C(=O)c3ccco3)c3cccc(C)c3)C2=O)c1 (stereo unspecified),10,-3,-7,15,0.1,0,-0.6,-30,0.0
Cc1nc(C)c(C(=O)OCC(=O)Nc2ccc(C)c(C)c2)s1,-4,7,nt,32,5.9,nt,nt,nt,nt
CCCCC1(C)Cc2ccccc2C(=S)N1 (stereo unspecified),-7,-2,-11,-5,-0.1,-6,-2.5,-16,-1.8
COc1cccc(-c2cnc3c(NC=O)cc(-c4ccc(N5CCN(C)CC5)cc4)cn23)c1,-15,22,nt,6,-0.1,nt,nt,nt,nt
Cc1ccc(NC(=O)C(C)N2C(=O)c3ccccc3C2=O)cc1S(=O)(=O)N1CCOCC1 (stereo unspecified),20,-25,nt,2,1.6,-12,nt,nt,nt
Cc1cccc(NC(=O)Cc2ccc(Br)cc2)n1,3,-13,1,-6,0.0,-10,-2.7,-7,-0.3
Cc1ccc(S(=O)(=O)N2CCOCC2)cc1NC(=O)CNC(C)c1ccccc1 (stereo unspecified),19,-16,-9,4,0.6,nt,1.6,-26,2.8
COC(=O)[C@H](CC(C)C)NC(=O)NCc1ccc(Cl)cc1,17,4,-10,-4,0.9,8,-1.9,9,-2.5
C/C(CC(=O)N(C(C)C)C(C)C)=N\NC(=O)COc1ccc(Br)cc1Br,21,-4,-7,4,5.9,1,-0.3,-2,1.6
Cn1c(=O)c2c(ncn2CC(=O)OCC(=O)NCCc2ccccc2)n(C)c1=O,14,-2,nt,-2,2.2,nt,nt,nt,nt
Cc1ccc(OCc2n[nH]c(=S)n2Cc2ccccc2)cc1,15,-15,-6,10,2.1,-3,-0.5,-12,0.3
CCOC(=O)c1ccccc1NC(=O)CSc1nc(N)cc(=O)[nH]1,8,-16,2,-2,0.1,1,0.8,-6,-0.1

# The last two entries of the section above are carried over, then new ones follow:
SMILES,M1 PAM parental,CHO-K1 Ca antag,OXTR potentiate,TAAR1 antag,M1 ag parental,GPR7 antagonist,OXTR agonist,CHO parental Ca,V1R ag counter
Cc1ccc(OCc2n[nH]c(=S)n2Cc2ccccc2)cc1,15,-15,-6,10,2.1,-3,-0.5,-12,0.3
CCOC(=O)c1ccccc1NC(=O)CSc1nc(N)cc(=O)[nH]1,8,-16,2,-2,0.1,1,0.8,-6,-0.1
O=C(CSc1nc(NS(=O)(=O)c2ccccc2)cc(=O)[nH]1)Nc1ccc(F)cc1,23,-18,-12,4,0.4,-6,0.3,12,0.0
Cc1ccc2c(c1)C1CN(C)CCC1N2C(=S)Nc1ccc(OC(F)F)cc1 (stereo unspecified),-2,-7,-2,3,2.0,-14,1.5,-14,0.8
CCn1cc(CN2CCCC(C(=O)Nc3ccc(-c4nc5ccccc5[nH]4)cc3)C2)c(C)n1 (stereo unspecified),-16,6,1,-12,0.2,-8,-0.3,-10,0.8
COc1ccc(/C=C/C(=O)NC(=S)N2CCCC(C(N)=O)C2)cc1 (stereo unspecified),14,-11,-10,-13,0.6,16,-0.7,0,-0.4
CCOC(=O)c1c(C)[nH]c(C(=O)OCC(=O)N(C)c2c(N)n(Cc3ccccc3)c(=O)[nH]c2=O)c1C,0,-13,-3,-2,0.4,nt,0.1,-9,0.8
C[C@@H]1CN([C@H](C)CO)C(=O)CCCn2cc(nn2)CO[C@H]1CN(C)C(=O)c1ccccc1,4,8,nt,10,-0.1,nt,nt,nt,nt
O=C(Nc1ccccc1NC(=O)NC1CCCCC1)NC1CCCCC1,12,-3,-8,9,-0.2,-13,-0.6,-8,0.2
Cc1ccc(NC(=O)CNc2ccc(OC(C)C)cc2)cc1,21,-9,-16,5,0.4,3,0.1,-10,0.4
O=C(c1ccco1)n1nc(NCc2ccccc2)nc1NCc1ccccc1,-5,8,-10,27,-0.2,-10,-1.7,-25,-0.2
COc1ccc(C(CNC(=O)CCOc2ccccc2)N(C)C)cc1 (stereo unspecified),3,3,-10,11,-0.1,-7,0.1,-9,0.7
Cc1cc(C)c(OC2(c3ccccc3)OC(=O)c3ccccc32)c(C)c1 (stereo unspecified),16,-12,-6,5,0.6,-17,-0.8,-11,0.1
CC(C)(C)c1ccc(C(=O)CC(=O)c2cc(Cl)ccc2O)cc1,3,0,-5,18,0.2,-3,-0.3,-8,-0.8
CC1CN(Cc2nc3c(c(=O)[nH]c(=O)n3C)n2CCCc2ccccc2)CC(C)O1 (stereo unspecified),7,-9,-4,2,1.2,-9,0.6,-11,-0.6
CC(C)N1CCc2c(sc(NC(=O)CCS(=O)(=O)c3ccccc3)c2C#N)C1,21,-6,0,-12,1.9,0,0.1,-10,1.1
O=C(NCCCNc1ccc([N+](=O)[O-])cc1Cl)c1ccccc1F,13,-6,-14,-5,1.1,5,-0.8,-15,0.4
N#Cc1cc2c(=O)n3ccccc3nc2n(Cc2ccco2)c1=NC(=O)c1ccco1,4,2,-14,-11,-0.5,-11,-0.4,-11,-0.1
Cn1c(=O)c2c(ncn2CC(=O)OCC(=O)Nc2cccc(Cl)c2)n(C)c1=O,12,-7,-20,5,1.8,4,1.4,-5,0.1
CC(C)(Oc1ccc(Cl)cc1)C(=O)NC1CCN(Cc2ccccc2)CC1,4,-4,-12,2,5.6,nt,1.8,-9,1.1
O=C(Nc1ccc(Cl)cc1)N1CCSCC1,8,2,-11,5,-0.1,-1,-0.7,-3,-0.5
CC1(C)CC(=O)N(CC(=O)NCc2ccccc2)c2ccccc2S1(=O)=O,15,-3,-7,-22,0.8,-2,0.0,-5,-0.1
CCn1nc(NS(=O)(=O)c2ccc(F)cc2)c2cc3cccc(C)c3nc21,24,-23,-4,-19,-0.2,1,-1.7,3,-0.5
Cc1ccccc1CN1CCC(n2nccc2NC(=O)c2cccnc2)CC1,4,11,8,-14,2.2,-23,1.0,-9,1.8
CSc1nc(=S)cc(C)[nH]1,0,-9,-2,-9,6.2,-5,0.0,-11,-0.7
O=C(Nc1ccccc1Cl)c1cc(C2CCCN(C(=O)c3ccccc3)C2)on1 (stereo unspecified),23,-11,nt,-26,2.3,nt,nt,nt,nt
NS(=O)(=O)c1ccc(N/N=C/c2cn(-c3ccccc3)nc2-c2cccs2)cc1,19,-6,-8,16,0.0,-1,-0.3,12,-0.7
O=C(NCCc1ccccc1)C1CCN(S(=O)(=O)N2CCC3(CC2)OCCO3)CC1,-7,-7,-3,11,-0.1,0,0.3,0,0.7
COC(=O)[C@]1(C)N[C@H](c2ccc(SC3CCCCC3)c(OC)c2)[C@@H]2C(=O)N(C)C(=O)[C@@H]21,15,-17,-2,-3,1.2,nt,3.4,-5,0.0
COc1ccc(NC(=O)Cn2nc(C(F)(F)F)c3c2CCCC3)c(OC)c1,22,-9,0,7,0.9,-4,-0.1,-23,-1.7
Cc1ccc(Nc2nnc(SC3CCOC3=O)s2)cc1 (stereo unspecified),-12,7,0,-6,-0.3,-2,-1.2,-6,-0.6
Cc1noc(C)c1S(=O)(=O)N(CC(=O)NC(C)c1ccccc1)c1ccc(C(C)C)cc1 (stereo unspecified),15,-10,-5,17,0.2,4,-3.3,-22,-0.7
Cc1nc2ccccc2n1CC(O)Cn1c2ccccc2c2ccccc21 (stereo unspecified),11,1,-10,3,0.8,2,11,17,6.5
Cc1ccc(C(=O)OCC(=O)NC(=O)c2cccn2C)cc1[N+](=O)[O-],13,-9,-4,-21,2.4,-11,5.3,2,3.0
CCn1c(Cl)c(C=O)s/c1=N\S(=O)(=O)c1ccccc1,1,5,-2,29,0.3,45*,-0.4,24,0.7
CC1CCC2(CC1)NC(=O)N(CC(=O)NCc1ccc3c(c1)OCO3)C2=O (stereo unspecified),13,-7,3,5,-0.1,-1,-0.4,-6,-0.6
CC(C)C(C(=O)Nc1nccs1)c1ccccc1 (stereo unspecified),16,-8,-11,-7,0.7,-6,-1.3,-29,-0.9
Cc1cc(=O)oc2c3c(cc(OCC(=O)NC(C)C)c12)OC(C)(C)CC3,0,-5,nt,-14,0.5,-3,nt,nt,nt
CC(=O)N(c1ccccc1)c1nc(/C=C/C(=O)Nc2c(C)cc(C)cc2C)cs1,7,-8,-3,0,0.1,-8,-2.3,-11,-1.3
CN1C(=O)N(C)C2(c3ccccc3)NC(=O)NC12c1ccccc1 (stereo unspecified),-8,29*,-12,-5,-0.1,2,0.0,-16,0.5
C=CCn1c(=O)c(C(=O)NC2CC2)c(O)c2cc(OC)c(OC)cc21,4,-2,-10,6,0.4,-15,-1.9,-17,-0.5
CCCCS(=O)(=O)/C=C\C=C/S(=O)(=O)CCCC,14,5,7,nt,1.9,40*,3.3,2,1.0
Cc1ccnc(NC(=O)c2cc(S(=O)(=O)N3CCCCC3)ccc2Cl)c1,6,-11,0,5,0.2,-13,-0.9,-13,-0.7
NS(=O)(=O)c1ccc(N2N=C(c3ccccc3)CC2c2ccc(F)cc2)cc1 (stereo unspecified),-3,0,-1,41,-0.4,-3,-0.4,-29,0.8
O=C(COc1cccc(Br)c1)N/N=C/C(=O)c1ccccc1,19,-18,-8,0,1.6,-10,-0.9,3,-0.2
COc1cc(S(=O)(=O)N2CCC(c3nc4ccccc4s3)CC2)ccc1S(=O)(=O)N1CC(C)CC(C)C1 (stereo unspecified),0,-6,-4,-6,-0.7,-11,0.1,0,-0.3
Cc1ccc(C)c(CNS(=O)(=O)c2c(C)[nH]c(C)c2C(=O)N2CCCC2)c1,10,-7,0,-29,0.9,-22,0.1,-9,-0.1
O=c1oc2cc(OCc3nn[nH]n3)ccc2c2c1CCCC2,16,-8,-5,3,0.6,0,-0.4,2,0.8
Cc1cc(NC(=O)CC(C)(C)C)nc2c1c(=O)oc1ccccc12,0,-3,-4,6,-0.3,5,-0.5,-18,0.0
COC(CNc1ncnc2sc(-c3ccccc3)cc12)OC,2,1,-8,1,4.6,-5,0.2,-17,2.3
O=[N+]([O-])c1ccc(/C=C/C2=NN(c3ccccc3)C(c3ccco3)C2)o1 (stereo unspecified),-4,39*,nt,20,38*,2,nt,nt,nt
O=C(COc1c(Cl)cccc1Cl)NN1C(=O)CSC1=S,6,-8,-2,7,0.6,-2,1.4,5,0.7
CC/C(=N\O)c1ccc(OC)c(OC)c1,20,-10,5,1,0.3,-2,1.1,6,1.4
Clc1ccccc1OCCn1ccnc1,15,-9,-12,3,0.7,-4,1.6,-14,1.6
